Screens deposited in PubChem BioAssay by National Center for Advancing Translational Sciences (NCATS).
RECQ1 inh: inhibitors of human RECQ1 DNA helicase | P46063 | 240,000 compounds, 0.54% hits | Potency, µM (titrated, usually from 57.3 µM), for the others: top-dose activity, negative = inhibition, hits mostly inhibitors | AID 2549 | RECQ1 DNA unwinding, red fluorescence kinetic read;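 note: plate controls were vehicle for no effect and no enzyme for full effect; nearly all actives have a fitted effect of over 30% in size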
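RECQ1T1 50 nM; forked duplex (20 bp + 30-nt ss tails) 200 nM, ATP 2 mM final; pH 8.0, 2 mM MgCl2, 2.5 ug/ml poly(dI-dC); 15 min compound preincubation; discontinuous kinetic read over 2 h at RT.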
KinaseGlo FLuc: Kinase-Glo luciferase inhibition (counter-screen); Q27757; Kinase-Glo luciferase, ATP luminescence, 8 min; Potency, µM (series often up to 38.3 µM), for the others: top-dose activity change, negative = inhibition, usual class: inhibitors; 200,000 compounds, 0.28% hits; AID 1379; note: % is set by controls: 0 for no effect and ±100 for the full control effect; nearly all actives have a fitted effect of over 60% in size
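Kinase-Glo luciferase light output from ATP and luciferin was measured with 10 uM ATP, within the enzyme's linear range. Buffer: 50 mM imidazole pH 7.2, 50 mM KCl, 7 mM MgCl2, 0.01% Tween 20, 0.05% BSA; luminescence read after 8 min at ambient temperature.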
JMJD2E inh: JMJD2E (human) inhibition | B2RXH2 | JMJD2E catalytic domain, FDH-coupled NADH fluorescence (FDH is formaldehyde dehydrogenase) | Potency, µM (series often up to 57.1 µM), without a hit: at the highest dose activity change, negative = inhibition, hits mostly inhibitors | 230,000 compounds, 1.6% hits | AID 2147; active = well fitted inhibition curve with a large enough effect, not every such curve was filed as active; inconclusive = small, poorly fitted or top-dose-only effect, or another doubt; inactive = no such curve, though single readings can be large or run the other way;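 note: 0% = wells with enzyme and -100% = buffer wells without enzyme; nearly all actives have a fitted effect of over 50% in size; many of its hits are not listed in these tables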
Target sequence (B2RXH2 1-337 limits assumed): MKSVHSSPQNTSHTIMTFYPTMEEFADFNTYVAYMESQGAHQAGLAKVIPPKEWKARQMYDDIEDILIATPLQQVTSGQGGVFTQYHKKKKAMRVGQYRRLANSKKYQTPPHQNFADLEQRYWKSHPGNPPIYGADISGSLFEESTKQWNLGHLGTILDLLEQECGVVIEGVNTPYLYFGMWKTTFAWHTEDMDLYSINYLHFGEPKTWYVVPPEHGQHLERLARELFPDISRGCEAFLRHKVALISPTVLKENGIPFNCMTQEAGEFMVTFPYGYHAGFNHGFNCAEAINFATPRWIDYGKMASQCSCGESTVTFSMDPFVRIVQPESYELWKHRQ
Epigenetic reg: regulators of epigenetic silencing causing reporter derepression in mouse cells. murine LDR cells, GFP reporter derepression, 30 h. Potency, µM (series often up to 53.9 µM), for inactives: at the top dose GFP activation, usual class: activators. 280,000 compounds, 0.2% hits; note: % of control where 0% means no effect; nearly all actives have a fitted effect of over 60% in size
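GFP-positive cell count by laser-scanning cytometry (objects 20–120 um) after 30 h, 37 C compound exposure of murine LDR cells; reporter is CMV-GFP integrated at a silenced locus, inducible by HDAC or DNMT inhibitors.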
IMPase Li cell: membrane-permeable IMPase blocker, potentiated with lithium; Potency, µM (series often up to 59.4 µM), for inactives: at the top dose activity, negative = IMPase inhibition, most hits filed as inhibitors; 210,000 compounds, 0.35% hits; CHO-M1 cells, IP1 TR-FRET (IP-One), carbachol + lithium; AID 1457;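 note: IP1 builds up when IMPase is blocked and the TR-FRET signal falls; plate controls were basal vehicle for no effect and high inhibitor control for full effect; nearly all actives have a fitted effect of over 50% in size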
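IP1 accumulation measured by competitive TR-FRET in lysed CHO-M1 cells after 30 min compound exposure at 37C, with a small lithium addition to potentiate weak responses. Hill-equation AC50 from ratio and donor-channel data.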
GoLoco inh red: inhibitors of human Gai1-RGS12 GoLoco interaction (red fluorophore) | 230,000 compounds, 0.44% hits | P63096 | Potency, µM (titrated, usually from 61.6 µM), for inactives: at the top dose activity, negative = inhibition, usual class: inhibitors | Gai1:RGS12 GoLoco peptide FP, rhodamine, 10 min; active = well fitted inhibition curve with a large enough effect, not every such curve was filed as active; inactive = no such curve, though single readings can be large or run the other way; note: % is set by controls: 0 for no effect and ±100 for the full control effect; nearly all actives have a fitted effect of over 30% in size; many of its hits are not listed in these tables
Target sequence (P63096 whole entry, looked up): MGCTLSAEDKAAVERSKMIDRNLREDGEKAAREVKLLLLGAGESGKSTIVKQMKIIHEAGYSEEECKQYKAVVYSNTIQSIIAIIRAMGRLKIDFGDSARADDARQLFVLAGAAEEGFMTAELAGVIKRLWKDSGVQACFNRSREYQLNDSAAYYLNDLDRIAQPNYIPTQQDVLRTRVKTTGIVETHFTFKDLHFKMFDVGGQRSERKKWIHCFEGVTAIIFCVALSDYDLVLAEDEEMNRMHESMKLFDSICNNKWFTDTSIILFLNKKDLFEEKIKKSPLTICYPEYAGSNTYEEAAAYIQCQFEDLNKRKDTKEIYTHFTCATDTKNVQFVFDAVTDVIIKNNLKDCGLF
SMN2 splice up: increases expression of the SMN2 splice variant; 210,000 compounds, 2.8% hits; AID 1458; Potency, µM (highest dose often 46.1 µM), without a hit: at the top dose activity change, positive = activation, actives largely listed as activators; HEK293 SMN2-luciferase splicing reporter, luminescence, 30-36 h; note: % of control where 0% means no effect; nearly all actives have a fitted effect of over 55% in size
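qHTS luciferase splicing reporter: luminescence rises when SMN2 exon 7 is included in transfected HEK293 cells. Compound exposure lasted 30-36 h at 37C, with 4.5 mM final sodium butyrate as control, followed by a ONE-Glo read.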
NPSR antagonist: neuropeptide S receptor (human) antagonism, cAMP | Q6W5P4 | CHO-NPSR cells, cAMP TR-FRET, antagonist mode | Potency, µM (series often up to 38.3 µM), inactives show top-dose activity change, negative = inhibition, most hits filed as inhibitors | 220,000 compounds, 1% hits | AID 1461; note: % is set by controls: 0 for no effect and ±100 for the full control effect; nearly all actives have a fitted effect of over 50% in size; many of its hits are not listed in these tables
Target sequence (Q6W5P4 whole entry, looked up): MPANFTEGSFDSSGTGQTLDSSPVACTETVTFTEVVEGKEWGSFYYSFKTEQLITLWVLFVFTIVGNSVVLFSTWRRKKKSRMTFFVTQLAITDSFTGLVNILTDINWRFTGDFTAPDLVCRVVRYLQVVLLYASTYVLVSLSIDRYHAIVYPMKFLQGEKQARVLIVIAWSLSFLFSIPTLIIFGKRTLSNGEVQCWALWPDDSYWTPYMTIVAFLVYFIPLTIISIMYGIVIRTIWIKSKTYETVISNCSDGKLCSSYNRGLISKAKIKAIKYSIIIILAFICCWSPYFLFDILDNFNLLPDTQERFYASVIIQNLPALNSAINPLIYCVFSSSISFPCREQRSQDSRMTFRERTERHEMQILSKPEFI
* = called active by the depositor; i = inactive; ? = inconclusive; nt = no result given; & = joins results of further samples; [ ] = dose if it differs, or a comment. Unless noted, calls come from the whole dose curve; as a rule, active = well fitted curve in the direction sought with a large enough effect; inconclusive = small, poorly fitted or top-dose-only effect, or another doubt; inactive = no such curve, though single readings can be large; an effect the other way counts as inactive or inconclusive. Potency is the fitted concentration of half-maximal effect. An excerpt, so the mix of outcomes need not match the whole.

SMILES	RECQ1 inh	KinaseGlo FLuc	JMJD2E inh	Epigenetic reg	IMPase Li cell	GoLoco inh red	SMN2 splice up	NPSR antagonist
CCSc1nnc(-c2cccnc2)n1Cc1ccco1	-22%	0%	5%	-0.2%	6%[38.3 µM]	9%	10%	1%[46.1 µM]
Cc1ccc(-n2nnc(-c3cc4ccccc4nc3Cl)n2)cc1	-26%	nt	?	-0.7%	4%	14%	nt	-9%
O=C(NCc1ccccn1)C1CN(S(=O)(=O)c2ccccc2)CCN1S(=O)(=O)c1ccccc1 (stereo unspecified)	i	-5%	-2%	1.1%	7%	23%	3%	-26%
CC(C)c1cc(NC(=O)CCl)on1	-5%	2%	2%	17%	10%	-2%	nt	-10%
CCN(CC)S(=O)(=O)c1cccc(NC(=O)C2SC(=Nc3ccc(C)cc3C)C(C(=O)NCC3CCCO3)=C2N)c1 (stereo unspecified)	-12%	16%	-4%	-4.4%	21%[38.3 µM]	12%	?	-12%[46.1 µM]
CCc1nc2c(cnn2-c2ccc(Cl)cc2)c(=O)n1-c1ccc(OC)cc1	i	1%	-4%	0.0%	17%[38.3 µM]	1%	-30%	?
COc1ccc(CCNC(=O)CSc2ccc(-c3ccncc3)nn2)cc1	i	2%	3%	5.1%	-1%	2%	-6%	-2%
COC(=O)c1c(C(=O)OC)c(-c2ccc(C(C)(C)C)cc2)n2c1CS(=O)C2 (stereo unspecified)	-4%	-2%	3%	-0.4%	-8%	9%	-15%	1%
CC(C)COC(=O)c1ccc(NC(=O)C2C3C=CC(C3)C2C(=O)O)cc1 (stereo unspecified)	i	-5%	0%	0.0%	-12%[38.3 µM]	1%	-27%	-7%[46.1 µM]
c1ccc(-n2nnnc2SCc2ccccn2)cc1	-10%	22%	3%	0.4%	21%[38.3 µM]	5%	-23%	13%[46.1 µM]
Cc1nc2cnc(Oc3ccccc3)nc2n(-c2ccccc2)c1=O	-10%	-2%	nt	nt	2%	10%	10%	nt
O=C(NCCC1=CCCCC1)C1CCN(S(=O)(=O)c2ccc(Br)s2)CC1	-5%	3%	5%	3.2%	9%	5%	-2%	-51%
CCCS(=O)(=O)c1c(S(=O)(=O)CCC)c2ccccn2c1C(=O)OC	-1%	-2%	?	3.4%	6%[38.3 µM]	6%	-10%	-6%[46.1 µM]
C[C@H](CCC(=O)NCC(=O)O)[C@H]1CC[C@H]2[C@H]3[C@@H](C[C@@H](O)[C@]12C)[C@]1(C)CC[C@H](O)C[C@@H]1C[C@@H]3O	i	2%[17.1 µM]	0%[25.5 µM]	1.4%[16.9 µM]	0%	6%[21.6 µM]	5%[20.6 µM]	nt
COCCN(Cc1cc2cc(C)ccc2nc1Cl)C(=O)Nc1ccccc1OC	i	1%	-2%	1.1%	16%	14%	-14%	-27%
Cc1[nH][nH]c(=O)c1C(c1ccc(N(C)C)c(Br)c1)c1c(C)[nH][nH]c1=O	i	nt	-6%	0.1%	nt	36%[activator]	nt	-17%
COc1ccc(C(=O)CC(=O)c2ccccc2O)cc1OC	12%	-1%	-3%	-1.3%	-6%	26%	?	-5%
CCOC(=O)c1sc(NC(=O)c2cccc(S(=O)(=O)N3c4ccccc4CC3C)c2)cc1C (stereo unspecified)	1%	0%	2%	-2.9%	2%	6%	nt	-46%
Nc1c2c(nc3sc4c(c13)CCCC4)-c1ccccc1CC2	?	nt	?	0.1%	nt	7%	nt	?
COc1ccc(C(=O)N/N=C(\C)c2ccc3c(c2)C2C=CCC2C(c2ccccc2)N3)cc1 (stereo unspecified)	-4%	-2%	20µM*	0.0%	13%	-5%	-9%	-1%
COC(=O)[C@@]1(Cc2ccc(F)cc2)[C@H]2c3cc(C(=O)N4CCCC4)n(Cc4ccccc4)c3C[C@H]2CN1C(=O)c1ccccc1	6%	-8%	-2%	?	12%	8%	-70%[inhibitor]	nt
Cc1ccc(S(=O)(=O)N2CCCCC2)cc1NC(=O)Cn1cnnn1	i	nt	6%	0.1%	nt	3%	nt	-28%
O=C(NNc1ccccc1)C(=O)NNS(=O)(=O)c1ccc(CCCl)cc1	15%	nt	-6%	3.0%	nt	2%	nt	-14%
COc1cc2[nH]c(=S)n(Cc3ccco3)c(=O)c2cc1OC	i	-3%	1%	-0.8%	20%[38.3 µM]	14%	2%	-21%[46.1 µM]
NC(=O)CSCc1c(Cl)cccc1Cl	i	3%	0%	-2.1%	-6%[38.3 µM]	-9%	nt	-1%[46.1 µM]

(further entries)
SMILES	RECQ1 inh	KinaseGlo FLuc	JMJD2E inh	Epigenetic reg	IMPase Li cell	GoLoco inh red	SMN2 splice up	NPSR antagonist
O=C1Oc2ccccc2C(=O)/C1=C/N1CCN(c2ccccc2F)CC1	-2%	-5%	2%	0.0%	10%	6%	-13%	4%
COc1ccc(CCNc2oc(COc3ccccc3F)nc2C#N)cc1	-9%	0%	-5%	0.0%	18%	9%	2%	-4%[46.1 µM]
CC1(C)Cc2ccccc2-c2nnc(SCC(=O)Nc3ccc4c(c3)OCO4)n21	11%	-4%	5%	1.8%	8%[38.3 µM]	9%	-8%	-8%[46.1 µM]
COc1ccccc1C(=O)C(O)c1ccccc1OC (stereo unspecified)	-1%	0%	-6%	0.0%	11%[38.3 µM]	-6%	7%	8%[46.1 µM]
CC(=O)NCCNC(=O)[C@H](Cc1ccccc1)NC(=O)c1cccs1	-2%	2%	-1%	-3.0%	-2%[38.3 µM]	14%	1%	-8%[46.1 µM]
CCOC(=O)C1=C(O)/C(=C/c2ccc(OCC(=O)O)c(OC)c2)SC1=Nc1ccc(OC)cc1	4%	1%	-5%	14%	-6%	35%[activator]	?	-4%
CCOc1ccc(N(CC(=O)NN=C2CCCC2)S(C)(=O)=O)cc1	i	nt	27%	0.9%	8%	2%	nt	14%
CCCCc1ccc(NC(=S)NCCc2ccc(S(N)(=O)=O)cc2)cc1	i	-1%	-2%	0.0%	13%	15%	-44%[inhibitor]	0%
COC(=O)c1ccccc1NC(=O)c1cccc(NC(=O)c2ccc(Br)o2)c1C	3%	-1%	8%	-1.1%	53%[activator][38.3 µM]	-3%	17%	-13%[46.1 µM]
COc1ccc(OCc2nc(N)nc(Nc3ccccc3)n2)cc1	-1%	-2%	5%	0.0%	3%	0%	18%	-4%[46.1 µM]
Cc1cccc(/C=C/c2ccccc2)n1	-9%&-12%	?	-13%	0.0%&0.0%	10%&20%	14%&6%	?	?
CCN(CC)S(=O)(=O)c1ccc(NC(=O)COC(=O)c2cnc(C)cn2)cc1	-7%	7%	-5%	5.5%	2%	0%	26%	7%
COc1cc(/C=N\Nc2nc(-c3cccs3)c(NC(C)=O)s2)ccc1O	i	nt	-24%	0.0%	nt	0%	nt	-12%
COc1ccc(Cl)cc1NC(=O)CSc1nnc(CN2CCOCC2)n1-c1ccc(Cl)cc1	i	-3%	0%	2.5%	25%[38.3 µM]	-8%	9%	-24%[46.1 µM]
Cc1ccc(Nc2ccc(N3CCN(c4ccc([N+](=O)[O-])cc4)CC3)nn2)cc1	i	0%	1%	-1.2%	-1%	-6%	-25%	18%
O=C(c1ccccc1)c1ccc(N2CCOCC2)c(F)c1	i	-4%	-4%	-0.9%	-1%[38.3 µM]	4%	?	-17%[46.1 µM]
CCOc1ccc(Br)cc1S(=O)(=O)Nc1ccc(Cl)c(S(=O)(=O)N(CC)c2ccccc2)c1	-19%	-3%	4%	-1.3%	2%	0%	-3%	-28%
CCOC(=O)Nc1cc(OCC)c(NC(=O)C2CC2)cc1OCC	?	5%	5%	-1.1%	36%[activator][38.3 µM]	1%	nt	-8%[46.1 µM]
C=CCc1ccc2oc(C(=O)OCC)cc(=O)c2c1O	-8%	nt	12%	1.1%	nt	-3%	nt	-11%

Given field by field: part of the list above
CCOc1ccc(N(CC(=O)NN=C2CCCC2)S(C)(=O)=O)cc1
  RECQ1 inh: i
  KinaseGlo FLuc: nt
  JMJD2E inh: 27%
  Epigenetic reg: 0.9%
  IMPase Li cell: 8%
  GoLoco inh red: 2%
  SMN2 splice up: nt
  NPSR antagonist: 14%

CCCCc1ccc(NC(=S)NCCc2ccc(S(N)(=O)=O)cc2)cc1
  RECQ1 inh: i
  KinaseGlo FLuc: -1%
  JMJD2E inh: -2%
  Epigenetic reg: 0.0%
  IMPase Li cell: 13%
  GoLoco inh red: 15%
  SMN2 splice up: -44%[inhibitor]
  NPSR antagonist: 0%

COC(=O)c1ccccc1NC(=O)c1cccc(NC(=O)c2ccc(Br)o2)c1C
  RECQ1 inh: 3%
  KinaseGlo FLuc: -1%
  JMJD2E inh: 8%
  Epigenetic reg: -1.1%
  IMPase Li cell: 53%[activator][38.3 µM]
  GoLoco inh red: -3%
  SMN2 splice up: 17%
  NPSR antagonist: -13%[46.1 µM]

COc1ccc(OCc2nc(N)nc(Nc3ccccc3)n2)cc1
  RECQ1 inh: -1%
  KinaseGlo FLuc: -2%
  JMJD2E inh: 5%
  Epigenetic reg: 0.0%
  IMPase Li cell: 3%
  GoLoco inh red: 0%
  SMN2 splice up: 18%
  NPSR antagonist: -4%[46.1 µM]

2 records drawn at random from the list so far:
SMILES	RECQ1 inh	KinaseGlo FLuc	JMJD2E inh	Epigenetic reg	IMPase Li cell	GoLoco inh red	SMN2 splice up	NPSR antagonist
CCOC(=O)C1=C(O)/C(=C/c2ccc(OCC(=O)O)c(OC)c2)SC1=Nc1ccc(OC)cc1	4%	1%	-5%	14%	-6%	35%[activator]	?	-4%
COc1ccc(CCNc2oc(COc3ccccc3F)nc2C#N)cc1	-9%	0%	-5%	0.0%	18%	9%	2%	-4%[46.1 µM]
